Screening data deposited in PubChem by National Center for Advancing Translational Sciences (NCATS).
S3 lipid droplet: qHTS Assay for Lipid Storage Modulators in Drosophila S3 Cells; Drosophila S3 cells, BODIPY lipid droplet fluorescence, 18-24 h; cells fed with added oleic acid; Potency in µM for hits, for the others lipid storage change, negative = inhibition, % at the top dose, mostly 46.1 µM; 320,000 compounds, 0.64% hits; AID 2685; active means well fitted inhibition curve with a large enough effect in the signal ratio, with a control signal flat, not every such curve was filed as active; inconclusive means small, poorly fitted or top-dose-only effect, or effect the other way, or a change in a side signal; the % refers to the signal ratio
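Laser-scanning cytometry quantifies lipid droplet accumulation (500–530 nm total intensity; droplet/cell object ratio) in oleic acid-fed (400 uM added) Drosophila S3 cells treated with a concentration series. 20 uM Triacsin C defined 100% inhibition.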
S3 lipid droplet cell count max: further read-out of S3 lipid droplet, marked with its call; cell number change, %; measured here: cell count max response;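 cells counted by Cell Tracker Red CMTPX staining in the red channel; peak over a dose series mostly up to 46.1 µM; percent activity relative to internal control wells on each plate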
An asterisk follows results filed as active; i = inactive; u = inconclusive; x = no result given. On the % scale 0 is the no-effect control and ±100 the full control effect; potency means the concentration at half of the fitted maximal effect. Only part of the results is shown. The share of hits here may be higher or lower than overall.

SMILES	S3 lipid droplet	S3 lipid droplet cell count max
O=C(O)/C(=C/c1ccco1)c1ccccc1	u	x
CCCN(CCC)CCCNC(=S)Nc1ccc2nc(N3CCCC3)cc(C)c2c1	-3.3%	-10.1
Cc1ccc(S(=O)(=O)NC(=O)COc2ccccc2C(N)=O)cc1	u	x
CN(CC(=O)NC1CCN(Cc2ccccc2)CC1)S(=O)(=O)c1ccc(Br)s1	u	x
COCCCC1CCN(C(=O)CCc2nnc(CCCCc3ccccc3)o2)CC1	8.0%	6.7
COc1ccc(NC(=O)c2cnc(SCC(=O)NCCc3ccccc3)n(C)c2=O)cc1	u	x
COc1ccccc1N(CC(=O)NCc1ccc(F)cc1)C(=O)CCC(=O)Nc1nccs1	i	-10.4
COC(=O)CC/C(O)=C1\C(=O)CC(C)(C)CC1=NCc1nc2ccccc2[nH]1	u	x
CCS(=O)(=O)NCCc1csc(-c2ccc(OC)c(OC)c2)n1	u	x
Cc1cccc(C)c1N(CC(=O)Nc1cccc(N(C)S(C)(=O)=O)c1)S(C)(=O)=O	u	x
O=C(O)c1ccc(-n2c(-c3ccccc3)n[nH]c2=S)cc1	u	x
CCc1ccccc1NC(=S)N(Cc1ccco1)C(C)c1cccs1 (configuration not stated)	-6.2%	5.1
CCOC(=O)c1c(NC(=O)COc2ccccc2OCC)sc2c1CC(C)(C)NC2(C)C	u	x
CCCC(c1nnnn1C1CCCC1)N1CCN(c2ccccc2F)CC1 (configuration not stated)	u	x
O=C(COC(=O)C1CSC2(c3ccc(F)cc3)CCC(=O)N12)NC(=O)NC1CCCC1 (configuration not stated)	-22.5%	8.5
CC(=O)c1cccc(NC(=O)CN2C=NS(=O)(=O)c3ccc(C)cc32)c1	u	x
CCN(C(=O)COC(=O)c1c(C)c(-c2ccccc2)nc2ccccc12)C1CCS(=O)(=O)C1 (configuration not stated)	-15.1%	-15.5
CCc1ccc2nc(/N=C(\N)NC(=O)c3ccccc3)nc(C)c2c1	-4.2%	4.0
O=C(NCc1ccc(Cl)s1)C1CCC(=O)N(CCc2cccc(F)c2)C1 (configuration not stated)	-1.3%	6.0
O=C(NCCc1ccccc1)c1cccc(S(=O)(=O)NCc2ccccc2)c1	u	x

Overlap with the part before: 2 compounds, then new ones.
SMILES	S3 lipid droplet	S3 lipid droplet cell count max
O=C(NCc1ccc(Cl)s1)C1CCC(=O)N(CCc2cccc(F)c2)C1 (configuration not stated)	-1.3%	6.0
O=C(NCCc1ccccc1)c1cccc(S(=O)(=O)NCc2ccccc2)c1	u	x
CCOC(=O)c1cc(NC(=O)c2cccnc2)cc(C(=O)OCC)c1	u	x
O=C(C1=C(O)C(=O)N(c2nc3ccc(Cl)cc3s2)C1c1ccco1)c1ccco1 (configuration not stated)	u	x
COc1ccc(C(=O)NCC(C)CN(C)C)cc1 (configuration not stated)	u	x
CCOC(=O)C(=CNc1cc(C)ccc1C)C(=O)OCC	u	x
O=C(CN(c1ccccc1F)S(=O)(=O)c1ccccc1)N1CCCCCC1	i	x
CCn1cc(CNC(=O)C2CCC(=O)N(Cc3ccccc3F)C2)cn1 (configuration not stated)	i	x
O=[N+]([O-])c1cccc(S(=O)(=O)N2CCCCCC2)c1	u	x
COc1ccc(C(=O)N/C(=C\c2ccccc2)C(=O)Nc2ccc(C(=O)O)cc2)cc1	u	x
O=C(c1ccc(F)cc1)C1CCN(C(=O)NCc2ccccc2)CC1	12.7%	2.7
CCc1ccc(OCCCCN(C)Cc2ccccc2)cc1	u	x
C=CCOc1ccc(CN(C)CC(O)COc2ccc(CCC(C)=O)cc2)cc1 (configuration not stated)	-7.3%	15.1
Cc1sc2ncnc(SCC(=O)NNC(=O)COc3cccc4ccccc34)c2c1C	19.4%	-9.5
NC(=O)c1ccc(NC(=O)CCN=C2NS(=O)(=O)c3ccccc32)cc1	u	x
CC(C)C(=O)Nc1nnc(SCC(=O)NCc2cccs2)s1	i	x
NS(=O)(=O)c1ccc(C(=O)Nc2ccc(-c3nc4cccnc4s3)cc2)cc1	u	x
CCCCOc1ccc(C(=O)NCC(=O)NCC2CCCO2)cc1 (configuration not stated)	u	x
CCC1S/C(=N/N=C/c2ccco2)N(Cc2ccc(F)cc2)C1=O (configuration not stated)	23.9%	7.4
Cc1cc(C)c(S(=O)(=O)Nc2ccccc2C(=O)OCC(=O)NCc2ccccc2)c(C)c1	u	x
N#Cc1ccc(CN2CCN(C(=O)CN3C(=O)NC4(CCCC4)C3=O)CC2)cc1	u	x
O=C(Nc1cccc(NC(=O)N2CCN(c3ccccc3)CC2)c1)N1CCN(c2ccccc2)CC1	i	x
COc1ccc(NC(=O)c2ccccc2S(=O)c2ccccc2C#N)cc1 (configuration not stated)	u	x
O=[N+]([O-])c1ccc(/C=C/C2=NN(c3ccccc3)C(c3ccco3)C2)cc1 (configuration not stated)	u	x
CC1CCC(NC(=O)C2CCC(CNS(=O)(=O)c3cccc4cccnc34)CC2)CC1 (configuration not stated)	u	x
C/C(N)=C(/C#N)C(=O)COC(=O)c1cc2c(s1)CCCC2	18.1%	x
COc1ccccc1-c1cnn2c(N3CCOCC3)cc(C)nc12	u	x
CC(C)N1C(=O)CCC1C(=O)NCc1ccccc1Cl (configuration not stated)	6.4%	-9.2
Cc1ccc2c(CC(=O)N3CCN(c4ccccc4)CC3)coc2c1	20.8%	24.0
CCOC(=O)C1=C(C)NC(=S)NC1/C=C/c1ccccc1 (configuration not stated)	-22.4%	8.0
CCOc1cc(CNn2cnnc2)cc(Br)c1OCC(=O)NC(C)(C)C	-16.2%	-0.3
O=C(CNC(=O)c1ccc(Br)o1)NNC(=O)c1ccc(Br)cc1	u	x
CCOC(=O)N1CCC(C(=O)Nc2ccc(OCC)cc2)CC1	12.0%	2.6
O=Cc1ccc2noc(-c3ccc(Cl)cc3)c2c1	i	-6.4
Cc1ccc(/C=N/NC(=O)c2ccco2)cc1	-7.4%	12.6
O=C(c1cn(-c2ccccc2)nc1-c1cccs1)N1CCN(c2ccccn2)CC1	u	x
CCCNC(=O)COC(=O)c1ccccc1C(=O)c1ccc(Cl)c([N+](=O)[O-])c1	u	x
Cc1cc2c(c(N3CCOCC3)n1)C(=O)OC2	u	x
O=C(NC(=O)N1CCCC1)c1csnn1	u	x
O=C1c2ccccc2COc2ccc(O)cc21	u	x
Cc1ccc(Cn2nnc3c(=O)n(CC(=O)NCc4ccccc4)cnc32)cc1	u	x
CCc1nccn1S(=O)(=O)c1cc(OC)ccc1OC	12.7%	x

An excerpt from above in order of the S3 lipid droplet value, smallest number first:
SMILES	S3 lipid droplet	S3 lipid droplet cell count max
CCOc1cc(CNn2cnnc2)cc(Br)c1OCC(=O)NC(C)(C)C	-16.2%	-0.3
Cc1ccc(/C=N/NC(=O)c2ccco2)cc1	-7.4%	12.6
C/C(N)=C(/C#N)C(=O)COC(=O)c1cc2c(s1)CCCC2	18.1%	x

Pulled by compound from the list above, 7 records:
SMILES	S3 lipid droplet	S3 lipid droplet cell count max
Cc1ccc(/C=N/NC(=O)c2ccco2)cc1	-7.4%	12.6
Cc1ccc(Cn2nnc3c(=O)n(CC(=O)NCc4ccccc4)cnc32)cc1	u	x
CCOC(=O)C1=C(C)NC(=S)NC1/C=C/c1ccccc1 (configuration not stated)	-22.4%	8.0
O=C(c1cn(-c2ccccc2)nc1-c1cccs1)N1CCN(c2ccccn2)CC1	u	x
O=C(NC(=O)N1CCCC1)c1csnn1	u	x
COc1ccccc1-c1cnn2c(N3CCOCC3)cc(C)nc12	u	x
O=C(CNC(=O)c1ccc(Br)o1)NNC(=O)c1ccc(Br)cc1	u	x

Continuation:
SMILES	S3 lipid droplet	S3 lipid droplet cell count max
CCOc1ccc2nc(SCC(=O)c3cccs3)sc2c1	i	-18.4
O=C(NCc1ccncc1)c1cc(S(=O)(=O)N2CCOCC2)c(Cl)cc1Cl	19.9%	-11.2
CCN1CCN(CCCNC(=O)CCC(=O)N2CC(C)Oc3ccc(C)cc32)CC1 (configuration not stated)	u	x
Nc1cc(S(=O)(=O)C(F)(F)F)ccc1C(=O)O	u	x
CCCNC(=O)C(Cc1ccc(I)cc1)NC(=O)C1CC1 (configuration not stated)	u	x
CC(C)CN(C(=O)c1cccc(S(=O)(=O)N2CCN(Cc3ccccc3)CC2)c1)C1CCS(=O)(=O)C1 (configuration not stated)	20.9%	x
O=C(Nc1ccc(S(=O)(=O)N2CCCCC2c2cccnc2)cc1)c1ccccc1F (configuration not stated)	15.5%	-7.0
CC1CCCC(C)N1CCCNC(=O)Cn1cc2c(n1)CCCC2 (configuration not stated)	u	x
Cc1cccc(/C=C/C(=O)c2ccc(NC3=NCCCS3)cc2)c1	116.2%	-9.2
COc1ccc2[nH]cc(C(=O)N3CCCCC3)c(=O)c2c1	2.4%	8.2
Cc1ccc(Nc2nnc(SCC(=O)Nc3cccc(S(=O)(=O)N4CCCCC4)c3)s2)cc1	u	x
O=c1c([N+](=O)[O-])cccn1Cc1ccccc1Cl	1.0%	16.5
CSc1n[nH]c(NCc2ccccc2)n1	i	-2.5
CC1CCN(C(=O)Cn2cnc3c(cnn3C(C)(C)C)c2=O)CC1	7.6%	-0.3
Cc1nc2ccccn2c1C(=O)NCCCN1CCOCC1	u	x
O=C(Nc1ccc(S(=O)(=O)N2CCCCC2)cc1)c1ccncc1	u	x
Cc1cc(C)nc(NC(=O)CN2C(=O)c3ccccc3S2(=O)=O)n1	i	-17.9
O=C(Cc1ccsc1)Nc1ccccc1F	i	7.3
Cc1ccc(C(=O)NCC(=O)OCC(=O)Nc2ncc(C(F)(F)F)cc2Cl)cc1	5.7%	7.9
C/C=C/CSc1nc2c(c(=O)[nH]c(=O)n2C)n1C(C)C	6.1%	3.5
Cc1cc(C)c(S(=O)(=O)NCCn2ccc3ccccc32)c(C)c1	u	x
CCOC(=O)C1(CCc2ccccc2)CCN(Cc2ccccn2)CC1	15.7%	23.8
COc1ccccc1C(=O)NCCC(=O)NNC(=O)Cn1ccc(C(F)(F)F)n1	u	x
CSc1ccc(C(=O)c2[nH]c(=O)[nH]c2C)cc1	0.1%	1.0
COc1ccc(/C=N/Nc2nc(Nc3ccccc3)nc(N3CCCC3)n2)cc1	4.8%	0.9
O=C(NC1CCCC1)C(c1ccncc1)N(C(=O)c1csnn1)c1ccccc1 (configuration not stated)	i	2.9
COc1ccc2nc(C)cc(SCC(=O)N/N=C/c3ccco3)c2c1	u	x
COc1ccc(NC(=O)CN(C)C(=O)c2ccc(N3CCCC3)c([N+](=O)[O-])c2)cc1	u	x
CSc1nnc2n(Cc3ccccc3)c(=O)c3c4c(sc3n12)COC(C(C)C)C4 (configuration not stated)	i	29.1
COc1ccc(N2CCN(C(=O)/C(C#N)=C/c3ccccc3)CC2)cc1	u	x
CCN1CCN(C(=O)C2CCN(S(=O)(=O)N3CCC4(CC3)OCCO4)CC2)CC1	u	x
CCOc1ccc(NC(=O)CN(C)C(=O)c2ccc(C)c(S(=O)(=O)N3CCCCC3)c2)cc1OCC	u	x
COc1ccc(S(=O)(=O)N(Cc2ccccc2)c2ccccc2C(=O)O)cc1	-26.6%	22.0
COc1ccc(C(=O)N2CCCC(C(=O)N3CCCCCC3)C2)cc1 (configuration not stated)	u	x
CN(C)C(=O)COc1ccc(Oc2ccccc2)cc1	3.1%	1.5
O=C1C=C(c2ccc(F)cc2OCc2ccccc2)C[C@@H](c2ccc3c(c2)OCO3)C1	u	x
Cn1c(=O)n(CC(=O)NCc2cccnc2)c2ccccc21	u	x
O=c1cc[nH]c2c1ccc1cccnc12	-3.9%	4.8
CCOc1ccc(CN(C)C(=O)CCc2ccc(S(=O)(=O)N3CCCCCC3)cc2)cc1	u	x
O=C(c1ccc(S(=O)(=O)NCc2ccco2)cc1)N1CCCC1	u	x
COc1ccc(N(CC(=O)Nc2ccc3c(c2)OCO3)S(=O)(=O)c2ccc(C)cc2)cc1OC	-0.4%	-13.4
O=C(O)c1cccc(NS(=O)(=O)c2ccc3nnn(O)c3c2)c1	u	x
O=C(CSc1nc2cc(S(=O)(=O)N3CCOCC3)ccc2o1)Nc1c(F)cccc1F	u	x
Cc1ccccc1NC(=O)c1ccccc1O	6.5%	-9.2
Cc1ccc(C(=O)N/C(=C\c2ccc(F)cc2)C(=O)NCCN2CCOCC2)cc1	18.6%	7.7
CC(C)(C)NC(=O)CSc1ncccc1-c1nc2ccccc2[nH]1	-9.2%	1.0
CCCCc1ccc(NC(=O)N[C@H](C(=O)O)C(C)C)cc1	6.0%	1.8
COc1ccccc1CC(NC(C)=O)C(=O)N1CCN(C(=O)c2cccs2)CC1 (configuration not stated)	4.7%	18.0
Cc1ccc(S(=O)(=O)N2CCOCC2)cc1NC(=O)COC(=O)c1ccc2c(c1)OCCO2	u	x
COc1ccc(-c2ccc3c(N)c(C(=O)NC(C)C)sc3n2)cc1OC	u	x
COC(=O)c1ccc2c(=O)[nH]c(CCl)nc2c1	u	x
O=C(CN1CCOCC1)Nc1ccc(Cl)c(Cl)c1	i	2.5
CO/N=C(/CNC(=O)c1ccccc1Cl)c1ccc(Cl)cc1	-13.1%	x
O=C(Cc1ccccc1)N1CCN(c2ncccn2)CC1	u	x
COc1ccc(C2Nc3ccccc3C(=O)N2c2ccc(C)cc2)cc1Cn1nc(C)c([N+](=O)[O-])c1C (configuration not stated)	-6.9%	-24.1
COc1ccc(CNC(=O)Cn2ncn3c(cc4ccccc43)c2=O)cc1	-8.3%	3.7
CCOC(=O)Nc1sc(C(=O)N(CC)CC)c(C)c1C(=O)OCC	u	x
Cc1ccc2c(c1)nnn2C1CCN(S(=O)(=O)c2cccc(S(=O)(=O)N(C)C)c2)CC1	u	x
N/C(=N\OC(=O)c1ccco1)c1cccc(Br)c1	u	x
CC(=O)c1cccc(NC(=O)/C(=C\c2cccnc2)NC(=O)c2ccco2)c1	u	x
